NPY-Y2 PAM-ag = NPY-Y2 potentiators or agonists, primary screen, cell-based; Neuropeptide Y receptor type 2 (Homo sapiens), P49146; cells expressing NPY-Y2, potentiator/agonist read-out; AID 1359, 2008; activation, % at 3.6 µM; 220,000 tested, 0.45% active; in the data active = activation above about 27%;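 also: cells stimulated with NPY near EC25 plus isoproterenol at EC100; 0% = vehicle plus submaximal agonist and 100% = vehicle plus saturating agonist; some results beyond the cut were filed as inactive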
BaF3 parental = parental Ba/F3 cell viability inhibition, counter-screen for JAK2V617F inhibitor project, murine pro-B, CellTiter-Glo luminescence; CellTiter-Glo ATP luminescence; 220,000 tested, 1.1% active; AID 1486, 2009; inhibition, % at 5.6 µM;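 active = inhibition above a per-campaign cutoff, the mean inhibition of all tested compounds plus 3 SD, cut at about 27% in these data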;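 also: 0% = DMSO wells and 100% = JAK Inhibitor I control wells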
NPY Y1 blocker = NPY-Y1 receptor antagonists, primary screen, cell-based; Neuropeptide Y receptor type 1 (Homo sapiens), P25929; 200,000 tested, 1% active; inhibition, % at 3.6 µM; HEK293-CNG Y1 cells, membrane potential fluorescence; NPY at EC95, then isoproterenol;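 active = inhibition above the campaign mean inhibition of all tested compounds plus 3 SD, cut at about 20% in these data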;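 also: 0% = DMSO wells given NPY plus isoproterenol and 100% = isoproterenol alone without NPY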
Target sequence (P25929 whole entry, looked up): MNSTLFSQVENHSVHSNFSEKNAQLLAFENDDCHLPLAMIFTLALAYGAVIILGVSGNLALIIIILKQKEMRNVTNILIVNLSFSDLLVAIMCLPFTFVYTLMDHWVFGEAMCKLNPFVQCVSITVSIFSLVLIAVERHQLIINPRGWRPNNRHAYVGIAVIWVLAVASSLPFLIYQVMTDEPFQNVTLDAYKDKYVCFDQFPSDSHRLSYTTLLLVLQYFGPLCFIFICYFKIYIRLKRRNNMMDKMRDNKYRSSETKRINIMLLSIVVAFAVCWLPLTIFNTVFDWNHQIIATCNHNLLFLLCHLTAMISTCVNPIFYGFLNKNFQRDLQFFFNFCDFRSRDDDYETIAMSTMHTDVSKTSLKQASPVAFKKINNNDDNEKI
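Assay system: HEK293 Y1/CNG channel cell line; Doses: single compound dose of 3.6 µM, 0.4% DMSO; Timing: dye 3 h, compound 60 min room temperature, stimulation 45 min; Technique: Membrane-potential fluorescent dye readout; Measure: % inhibition of NPY effect.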
Ba/F3 V617F tox = reduced viability of JAK2V617F-dependent Ba/F3 cells, primary screen, JAK2V617F inhibitor project, cell-based, Ba/F3 EpoR-JAK2V617F, luminescence; ATP luminescence; inhibition, % at 5.6 µM; 220,000 tested, 1.1% active;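 active = inhibition above the campaign mean plus 3 SD over all tested compounds, cut at about 24% in these data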;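 also: cytokine-independent growth of Ba/F3 cells driven by EpoR plus mutant JAK2; 0% = DMSO-treated cells and 100% = JAK inhibitor I control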
S1P4 ag = S1P4 receptor agonists, primary screen, cell-based; Sphingosine 1-phosphate receptor 4 (Homo sapiens), O95977; 220,000 tested, 0.35% active; AID 1509, 2009; activation, % at 4.98 µM; S1P4-expressing cell line, agonist reporter assay; in the data active = activation above about 11%;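 also: 0% = DMSO vehicle and 100% = reference agonist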
Target sequence (O95977 whole entry, looked up): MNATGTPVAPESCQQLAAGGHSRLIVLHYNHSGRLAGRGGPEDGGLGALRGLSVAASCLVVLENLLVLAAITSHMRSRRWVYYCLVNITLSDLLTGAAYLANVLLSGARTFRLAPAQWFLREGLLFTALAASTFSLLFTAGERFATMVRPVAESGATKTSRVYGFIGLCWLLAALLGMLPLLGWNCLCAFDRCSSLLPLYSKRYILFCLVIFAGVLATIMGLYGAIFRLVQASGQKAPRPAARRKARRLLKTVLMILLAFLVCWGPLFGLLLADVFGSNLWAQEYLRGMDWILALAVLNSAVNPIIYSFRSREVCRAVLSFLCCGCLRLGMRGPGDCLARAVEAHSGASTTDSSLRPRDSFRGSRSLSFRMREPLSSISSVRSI
RBBP9 inh = human RBBP9 inhibitors, primary screen, biochemical, fluorescence polarization, FP-Rh probe, HTS; Serine hydrolase RBBP9 (Homo sapiens), O75884; recombinant RBBP9; inhibition, % at 7.94 µM; 220,000 tested, 0.2% active; AID 1515, 2009;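 active = inhibition above the campaign mean of all tested compounds plus 3 SD, cut at about 14% in these data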;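 also: plate controls were DMSO wells with RBBP9 for no effect and wells lacking RBBP9 protein for full effect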
Target sequence (O75884 whole entry, looked up): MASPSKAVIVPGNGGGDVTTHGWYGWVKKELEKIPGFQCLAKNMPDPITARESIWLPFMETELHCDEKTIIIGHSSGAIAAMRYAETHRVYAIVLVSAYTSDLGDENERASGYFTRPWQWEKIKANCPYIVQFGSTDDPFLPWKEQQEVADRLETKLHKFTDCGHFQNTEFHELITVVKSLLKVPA
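System: RBBP9 protein / Quantity: 2.5 µM RBBP9 dispensing solution, before mixing / Also added: Serine-hydrolase probe FP-Rh, 375 nM pre-mixing / Dosing: 7.94 µM single dose, 0.794% DMSO / Timing: enzyme-compound preincubation 30 min, then probe labeling 45 min, 25 °C / Signal: FP readout at 525/598 nm / Controls: DMSO-treated enzyme wells and wells lacking RBBP9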
NPY1 pot ag = NPY-Y1 receptor potentiators or agonists, primary screen, cell-based | Neuropeptide Y receptor type 1 (Homo sapiens), P25929 | NPY-Y1 expressing cells, potentiator/agonist activation | activation, % at 3.6 µM | 220,000 tested, 0.37% active; in the data active = activation above about 33%, passing the limit was not always enough;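 also: cells stimulated with NPY at EC10 then isoproterenol at EC100; 0% = low agonist plus stimulus and 100% = saturating agonist plus stimulus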
Runt-CBFb FRET = inhibitors of RUNX1 Runt–CBFb binding, primary screen, biochemical, FRET, Cerulean-Runt, Venus-CBFb, uHTS; AID 1496, 2009; Runt-related transcription factor 1 (Homo sapiens) + Core-binding factor subunit beta …; Cerulean-Runt/Venus-CBFb FRET ratio 530/480, 1 h; inhibition, % at 20 µM; 220,000 tested, 0.46% active;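 active = inhibition over about 50% at 20 µM in the single-dose screen, limit read from the data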;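 also: 0% = DMSO wells and 100% = excess unlabeled CBFb competitor control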
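System: Cerulean-labeled Runt domain protein | Quantity: 100 nM of each labeled protein | Schedule: 1 h compound exposure, room temperature | Detection: Fluorescence energy transfer, 422 nm excitation, 530/480 nm emission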
S1P4 antagonist = S1P4 receptor antagonists, primary screen, cell-based; S1P4-expressing cells, antagonist mode, reporter read-out; inhibition, % at 4.98 µM; 220,000 tested, 0.26% active; AID 1510, 2009; in the data active = inhibition above about 29%;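 also: 0% = wells stimulated with agonist and 100% = vehicle wells without agonist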
The depositor's hits bear a star; nt = not tested or not shown.

nr	SMILES	S1P4 antagonist	NPY Y1 blocker	BaF3 parental	RBBP9 inh	Runt-CBFb FRET	Ba/F3 V617F tox	NPY-Y2 PAM-ag	NPY1 pot ag	S1P4 ag
1	Cc1ccc(SC(C)C(=O)Nc2cccnc2)cc1 (configuration not stated)	-6	-3	0	-4	-1	-5	11	6	0.8
2	O=C(COC(=O)C1CCC1)NCc1ccccc1Cl	-14	7	4	0	-1	0	-2	-7	0.1
3	CCCC(=O)N=C1SC2CS(=O)(=O)CC2N1c1ccc(CC)cc1 (configuration not stated)	-14	-3	-1	-3	-1	-6	0	4	0.7
4	COc1ccc(CC(=O)NNC(=O)c2c(-c3ccccc3Cl)noc2C)cc1OC	-15	nt	-7	-3	3	-3	-1	22	2.5
5	COc1ccccc1C/C(N)=N/OC(=O)/C=C/c1ccccc1	3	-3	3	-6	-3	-1	-12	-5	-0.5
6	O=S(=O)(c1ccc(Cl)cc1)N1CCC(N2CCCCCC2)CC1	1	-7	0	-9	-2	-2	13	5	0.7
7	Cc1ccc(-c2nnc(C)c(N3CCOCC3)n2)cc1	13	-5	4	-2	1	0	-5	2	-0.1
8	C=CCCCCCCCCC(=O)Nc1ncccn1	1	nt	-1	-8	-1	-1	-3	1	1.4
9	CN(C)CCCNC(NC(=O)c1cccs1)C(Cl)(Cl)Cl (configuration not stated)	-1	12	0	0	0	-7	-1	14	-0.7
10	O=C(c1csc2c1CCCC2)N1CCN(c2cccc(C(F)(F)F)c2)CC1	-8	0	2	1	-1	-1	-1	-24	-0.2
11	CN1CCN(S(=O)(=O)c2cccc(C(=O)Nc3ccccc3N3CCOCC3)c2)CC1	-10	1	12	2	-1	3	-13	-1	0.8
12	CCOc1cc(S(=O)(=O)Nc2cc(C)cc(C)c2)ccc1Cl	13	0	4	-9	-1	-2	14	35	-1.8
13	COc1ccc2nc(C)c3c(c2c1)OC(C(C)(Cl)Br)C3 (configuration not stated)	-1	nt	3	-2	-1	-3	-51	-46	-1.9
14	CCSc1nnc(-c2cc(Br)ccc2NC(C)=O)c(=O)[nH]1	-6	nt	-1	-10	-1	1	-7	16	1.5
15	C=C(C)CCC1(C)NC(=O)N(c2ccccc2)N1 (configuration not stated)	-9	nt	-5	-11	2	0	7	11	-1.9
16	Cc1nnc(-c2ccc(Oc3ccc(Cl)cc3)c([N+](=O)[O-])c2)o1	-12	1	1	-3	-5	4	14	19	-0.8
17	CC(C)Cn1c(=O)c2c(nc3n2CCS3)n(C)c1=O	0	nt	1	-6	1	2	22	7	0.8
18	Cc1cccc(-c2noc(-c3ccc(F)cc3)n2)c1	-1	9	1	2	2	-3	5	-5	2.7
19	CSc1nc(O)cc(=O)n1-c1ccc(F)cc1	2	3	2	2	0	0	0	-5	0.2
20	COc1ccccc1N(CC(=O)NC(C)(C)C)C(=O)C1CSC(=O)C1 (configuration not stated)	-7	0	3	9	-1	-2	7	-15	0.5
21	O=[N+]([O-])c1ccc(O)c(/C=N\N=C2c3ccccc3-c3ccccc32)c1	-8	-2	6	-11	-4	2	1	-12	0.7
22	O=C(NNC(=O)c1ccc2ccccc2c1O)c1ccccc1Cl	-2	-2	0	3	2	-2	-3	10	-2.1
23	CCOC(=O)C1CCN(C(=O)CSCc2nc(-c3ccc(OCC)cc3)oc2C)CC1	-11	-5	-1	0	-5	-5	-11	0	-0.8
24	S=C(NCc1ccco1)N1CCN(c2ccccn2)CC1	-21	3	11	-1	20	-2	5	8	-0.2
25	Cc1cc(NC(=O)CSc2ccc(Cl)cc2)no1	-6	3	6	0	1	1	0	-2	-1.0
26	CC1=C(C(=O)OC2CCCCC2)C(c2cccs2)n2c(nc3ccccc32)N1 (configuration not stated)	-2	4	0	1	-2	2	11	2	7.1
27	Cc1ccc(S(=O)(=O)C2(C(=O)N(C)C3CCCCC3)CC2)cc1	2	-3	4	-3	1	-2	10	-5	3.0
28	Cn1c(/C(C#N)=C(\O)c2ccc([N+](=O)[O-])cc2)nc2ccccc21	-10	4	2	-10	-2	3	-12	19	-0.1
29	O=[N+]([O-])c1ccc(O)c(Nc2ncnc3ccc(Br)cc23)c1	-5	0	2	0	-5	1	-25	-12	-0.8
30	O=C(NCc1ccc2c(c1)OCO2)c1cc(-c2ccccn2)nc2ccccc12	-2	18	0	-4	2	-3	-37	-47	0.6
31	CCCc1cc(C(=O)Nc2cccnc2Cl)no1	-14	-4	0	-4	0	-4	3	10	-2.0
32	Cc1ccccc1NC(=S)NCC(c1cccnc1)N(C)C (configuration not stated)	-12	1	3	-7	2	2	-2	-36	0.9
33	CCCOc1ccc(C2c3c(oc4ccccc4c3=O)C(=O)N2CCN(CC)CC)cc1OC (configuration not stated)	-10	4	3	-7	-1	-5	1	-9	1.5
34	COc1cccc(C(=O)NC2=NCCS2)c1OC	-30	1	1	-5	1	-1	-16	-18	1.2
35	O=C(CSc1nccn1-c1ccccc1)c1ccc(Br)cc1	-3	5	3	8	-1	-5	-9	9	3.2
36	CN1C=CC=C/C1=C(\C#N)c1nc2ccccc2[nH]1	2	3	0	-8	-2	2	-1	-13	0.5
37	COc1cccc(C(=O)Nc2cccc(C(C)=O)c2)c1	-18	2	0	-5	-1	-5	11	20	0.9
38	O=C(CN(c1cccc(C(F)(F)F)c1)S(=O)(=O)c1ccccc1)N1CCOCC1	-34	4	5	-8	-3	0	0	6	-0.4
39	N#CC(C#N)=C1C=CC=CN1/C(=C\c1ccco1)C(=O)c1ccc(Br)cc1	9	2	2	3	34	-3	3	-6	1.7
40	Cn1c(=O)[nH]c(=O)c2c1nc(N1CCOCC1)n2CC(=O)c1ccccc1	-6	1	5	-1	0	-2	-3	14	3.0
41	Cc1nnc(SCc2cccc3ccccc23)n(N)c1=O	-16	8	1	3	1	-4	-9	2	-0.3
42	CCCn1nc(C(=O)Nc2ccc(S(=O)(=O)Nc3ncccn3)cc2)c2ccccc2c1=O	-20	nt	-2	-9	0	-2	-7	12	1.6
43	Nc1nc(NCCOCCO)nc(NCC2CCCO2)c1[N+](=O)[O-] (configuration not stated)	2	nt	-1	-7	-2	-3	-19	7	-0.9
44	O=C(CSc1nnc(-c2ccncc2)n1-c1ccc(Cl)cc1)N1CCOCC1	-28	4	8	-10	0	2	4	-5	1.1
45	O=C(Nc1nc2ccc(S(=O)(=O)N3CCCC3)cc2s1)c1cccs1	-5	0	1	3	3	-4	10	-39	2.4

Part of the list above, field by field.
38. O=C(CN(c1cccc(C(F)(F)F)c1)S(=O)(=O)c1ccccc1)N1CCOCC1
  S1P4 antagonist: -34	NPY Y1 blocker: 4	BaF3 parental: 5	RBBP9 inh: -8	Runt-CBFb FRET: -3	Ba/F3 V617F tox: 0	NPY-Y2 PAM-ag: 0	NPY1 pot ag: 6	S1P4 ag: -0.4

4. COc1ccc(CC(=O)NNC(=O)c2c(-c3ccccc3Cl)noc2C)cc1OC
  S1P4 antagonist: -15	NPY Y1 blocker: nt	BaF3 parental: -7	RBBP9 inh: -3	Runt-CBFb FRET: 3	Ba/F3 V617F tox: -3	NPY-Y2 PAM-ag: -1	NPY1 pot ag: 22	S1P4 ag: 2.5

22. O=C(NNC(=O)c1ccc2ccccc2c1O)c1ccccc1Cl
  S1P4 antagonist: -2	NPY Y1 blocker: -2	BaF3 parental: 0	RBBP9 inh: 3	Runt-CBFb FRET: 2	Ba/F3 V617F tox: -2	NPY-Y2 PAM-ag: -3	NPY1 pot ag: 10	S1P4 ag: -2.1

Returning to the listing, repeating the four entries before the break.
nr	SMILES	S1P4 antagonist	NPY Y1 blocker	BaF3 parental	RBBP9 inh	Runt-CBFb FRET	Ba/F3 V617F tox	NPY-Y2 PAM-ag	NPY1 pot ag	S1P4 ag
42	CCCn1nc(C(=O)Nc2ccc(S(=O)(=O)Nc3ncccn3)cc2)c2ccccc2c1=O	-20	nt	-2	-9	0	-2	-7	12	1.6
43	Nc1nc(NCCOCCO)nc(NCC2CCCO2)c1[N+](=O)[O-] (configuration not stated)	2	nt	-1	-7	-2	-3	-19	7	-0.9
44	O=C(CSc1nnc(-c2ccncc2)n1-c1ccc(Cl)cc1)N1CCOCC1	-28	4	8	-10	0	2	4	-5	1.1
45	O=C(Nc1nc2ccc(S(=O)(=O)N3CCCC3)cc2s1)c1cccs1	-5	0	1	3	3	-4	10	-39	2.4
46	Cn1c(CCN2CCOCC2)nc2cc(NC(=O)c3cccs3)ccc21	17	1	2	1	-1	0	-5	17	-2.6
47	CC(C)OP(=O)(OC(C)C)C(Nc1ccc(C(=O)O)cc1)c1ccccc1 (configuration not stated)	-2	nt	4	-6	-1	-1	-2	-7	1.7
48	CCCCOc1ccc(C(=O)N/C(=C/c2cccc([N+](=O)[O-])c2)C(=O)O)cc1	-18	8	10	-4	-2	4	-1	-2	0.2
49	CC(CN1CCN(Cc2ccccc2)CC1)OC(=O)c1ccco1 (configuration not stated)	-22	nt	-5	0	1	3	-11	-3	0.3
50	Cc1ccc(CSCCNC(=O)c2ccc(Cl)c(S(=O)(=O)N3CCOCC3)c2)cc1	-6	-4	2	-6	-5	-3	-17	-12	-0.2
51	COc1ccccc1NC(=O)CSc1nc(C)c2c(c1C#N)CCCC2	-14	11	4	-7	2	-3	-2	-20	-1.3
52	CCOCCCn1c(SCC(=O)NC(C)C)nc2ccccc2c1=O	0	-3	-1	-9	-2	-1	12	-8	-1.3
53	COc1ccc(C(=O)CSc2nnn(-c3cccc(NC(C)=O)c3)n2)cc1	-21	nt	-3	-9	1	-2	-6	-9	-0.2
54	CSc1nnc(-c2cccc(NC(=S)NN)c2)o1	-7	-5	4	-5	5	-2	9	16	-0.5
55	CCSc1c(C(=O)NC)ccc2c1C(=O)c1ccccc1C2=O	-31	3	6	-6	-2	1	9	9	1.1
56	CCCn1c(SCC(=O)N2CCc3ccccc32)nnc1-c1ccco1	-10	3	5	-10	-1	-2	-7	-28	6.3
57	CC(=O)c1ccc(Nc2cc(C)nc3c(C)cc(C)cc23)cc1	-2	2	81*	-8	0	81*	-5	-16	-0.2
58	COc1cc(C(=O)NCCC(=O)NCCN2CCCCCC2)cc(OC)c1OC	-12	-1	5	-2	1	-3	2	12	-0.9
59	CC(=O)NN1C(=O)/C(=C/c2ccc(Br)o2)SC1=S	5	1	1	-9	25	2	-6	-8	0.3

Screening results as filed in PubChem.

Rows are unselected. About 3.6% of those tested had a hit in this group.
